# MEKK2 mut-MEK5: MEK5 binding signal on mutant MEKK2 PB1, primary screen, biochemical, multiplex bead flow cytometry, Alexa488-MEK5; Alexa488-MEK5 binding to MEKK2 mutant; percent response, % at 10 µM; AID 1530, 2009; hit rate 0.35% among 290,000; in the data active = percent response above about 24%, passing the limit was not always enough; also: inactives centre near 1; some results filed as inactive read as strong as hits
# PfM18AAP inh: PfM18AAP inhibitors, malaria aminopeptidase, primary screen, biochemical, QFRET, recombinant enzyme; M18 aspartyl aminopeptidase (Plasmodium falciparum 3D7); H-Glu-NHMec fluorogenic cleavage; inhibition, % at 7.35 µM; hit rate 1.2% among 290,000; AID 1822, 2009;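 active = inhibition above the campaign mean inhibition over all tested compounds plus 3 SD, cut at about 28% in these data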;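 also: 0% = plate median of test compound wells and 100% = 2 mM ZnCl2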
# GalR3 antag: GalR3 antagonists in HEK293 cells, primary screen, cell-based, fluorescence readout | inhibition, % at 3 µM | AID 651719, 2012 | HEK293 GalR3-CNG cAMP membrane potential fluorescence; galR3 body fused to GalR1 C-terminus | Galanin receptor type 3 (Homo sapiens), O60755 | hit rate 0.44% among 360,000;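 active = inhibition above the screen-wide average plus 3 SD, cut at about 13% in these data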;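 also: forskolin and galanin both at EC90 stimulate the cells; cAMP rise reported by CNG channel membrane potential dye signal; 0% = forskolin plus galanin with DMSO and 100% = forskolin alone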
# NALP1 yeast inh: NALP1 inflammasome inhibitors in reconstituted yeast, colorimetric, S. cerevisiae, triplicate retest | S. cerevisiae NALP1/ASC/caspase-1 growth, X-gal OD620, 72 h | inhibition, % at 10 µM | hit rate 0.61% among 280,000 | AID 2071, 2009; in the data active = inhibition mostly above about 24%, no sharp cut-off; inactive = mostly below about 32%; also: some compounds called inactive have numbers as strong as hits
# OXTR ag: human OXTR agonists, primary screen, fluorescence, CHO-OTR cells, Fluo-8 calcium | AID 2435, 2010 | hit rate 0.32% among 320,000 | Oxytocin receptor (Homo sapiens), P30559 | Fluo-8 calcium fluorescence; normalized: DMSO 0%, oxytocin 100% | activation, % at 3 µM;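 active = activation above the mean of all tested compounds plus 3 SD, cutoff set per screening run, cut at about 20% in these data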;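 also: peak over basal fluorescence ratio from a 100 s FLIPR kinetic read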
# Target sequence (P30559 whole entry, looked up): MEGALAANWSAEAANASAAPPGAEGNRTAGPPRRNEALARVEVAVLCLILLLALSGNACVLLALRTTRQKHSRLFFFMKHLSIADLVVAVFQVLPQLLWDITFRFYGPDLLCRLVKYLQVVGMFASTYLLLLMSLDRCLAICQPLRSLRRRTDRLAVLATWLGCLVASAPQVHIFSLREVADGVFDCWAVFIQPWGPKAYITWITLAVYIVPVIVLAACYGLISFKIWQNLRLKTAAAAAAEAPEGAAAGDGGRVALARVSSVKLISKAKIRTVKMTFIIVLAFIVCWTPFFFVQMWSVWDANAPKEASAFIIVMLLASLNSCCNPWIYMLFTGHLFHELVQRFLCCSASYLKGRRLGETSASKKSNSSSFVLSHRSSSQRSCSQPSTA
# OXTR potentiator: human OXTR potentiators, primary screen, fluorescence, CHO-OTR cells, Fluo-8 calcium | Fluo-8 calcium fluorescence, potentiator mode; 0% = oxytocin EC15, 100% = EC100 | activation, % at 3 µM | hit rate 0.061% among 320,000 | AID 2445, 2010 | Oxytocin receptor (Homo sapiens), P30559;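 active = activation above that plate's cutoff, the mean activation of tested compounds plus 3 SD, cut at about 6.6% in these data, passing the limit was not always enough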;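 also: 100% uses oxytocin at 75 nM as the full agonist control; some results filed as inactive read as strong as hits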
#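 assay system = CHO-OTR cells, human receptor | schedule = compound 6 min at room temperature before oxytocin, 100 s read | detection = Fluo-8 intracellular calcium fluorescence, ex 470-495, em 515-575 nm | evaluation = normalized max/min fluorescence ratio, % activation | control set = EC15 oxytocin alone as 0%, 75 nM oxytocin (EC100) as 100%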
# V1aR counter: agonists of human V1a receptor, primary screen, counter-screen for OXTR agonist project, fluorescence, CHO-V1R cells | Fluo-8 calcium fluorescence, agonist mode; 0% DMSO, 100% 3 nM vasopressin | AID 2797, 2010 | Vasopressin V1a receptor (Homo sapiens), P37288 | hit rate 0.25% among 320,000 | activation, % at 3 µM;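 active = activation above the mean activation of all tested compounds plus 3 SD, per screening run, cut at about 20% in these data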;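 also: signal is peak over basal fluorescence ratio across a 100 second FLIPR read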
# Target sequence (P37288 whole entry, looked up): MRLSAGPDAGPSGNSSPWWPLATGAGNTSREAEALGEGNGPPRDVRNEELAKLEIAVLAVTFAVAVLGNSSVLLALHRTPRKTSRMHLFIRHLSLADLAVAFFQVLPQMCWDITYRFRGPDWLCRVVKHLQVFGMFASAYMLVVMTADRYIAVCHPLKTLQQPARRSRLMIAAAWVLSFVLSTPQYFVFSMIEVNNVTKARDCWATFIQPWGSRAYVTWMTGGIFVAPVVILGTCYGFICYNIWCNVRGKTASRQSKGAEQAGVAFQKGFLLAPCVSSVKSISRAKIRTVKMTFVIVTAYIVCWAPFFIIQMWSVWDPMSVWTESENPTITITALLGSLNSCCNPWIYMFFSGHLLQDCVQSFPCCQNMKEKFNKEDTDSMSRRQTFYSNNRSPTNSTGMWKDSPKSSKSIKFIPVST
# GPR7 antagonist: GPR7 receptor antagonists, primary screen, cell-based, fluorescence, single concentration. Neuropeptides B/W receptor type 1 (Homo sapiens), P48145. inhibition, % at 4.4 µM. hit rate 1.1% among 290,000. AID 1861, 2009. GPR7-expressing cells, fluorescence antagonist assay; in the data active = inhibition above about 16%, passing the limit was not always enough;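 also: cells stimulated with the agonist NPW; 0% = agonist with vehicle and 100% = vehicle without agonist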
# MEKK2wt PB1 HTS: modulators of MEK5 binding to wildtype MEKK2, primary screen, biochemical, multiplex bead flow cytometry, Alexa488-MEK5 | Alexa488-MEK5 binding to MEKK2 WT; actives lie on both sides | Mitogen-activated protein kinase kinase kinase 2 (Homo sapiens), Q9Y2U5 | hit rate 1.1% among 290,000 | binding response (% of control), % at 10 µM; in the data active = binding response below about 67% or above about 130%
# * hit, by the source's call; · = not tested or not shown.
SMILES,MEKK2 mut-MEK5,PfM18AAP inh,GalR3 antag,NALP1 yeast inh,OXTR ag,OXTR potentiator,V1aR counter,GPR7 antagonist,MEKK2wt PB1 HTS
CCOC(=O)c1cnn(-c2ccc(NS(=O)(=O)c3ccc(Cl)cc3)cc2)c1C(F)(F)F,-5,4,-3,-13,0.0,-15,1.2,-3,91
CN(C(=O)COC(=O)C1CCN(S(=O)(=O)c2ccc3c(c2)OCCO3)CC1)C1CCS(=O)(=O)C1 (configuration not stated),·,·,-5,·,-1.3,0,-1.1,·,·
COc1ccc(N2CCN(c3nc4ccccn4c(=O)c3C=O)CC2)cc1,-2,4,-1,·,0.0,-8,1.7,1,91
O=C(NC1=NCCS1)c1ccccc1Br,·,·,1,·,0.2,-13,0.2,·,·
O=C(NNC(=O)c1ccc2ccccc2c1O)c1ccccc1Cl,0,7,1,·,1.6,-3,-0.1,8,104
COc1ccc(S(=O)(=O)NCCCn2ccnc2)cc1C(C)(C)C,6,4,0,17,0.1,-2,0.8,-15,117
Nc1c(C=C2C=CC(=O)C=C2)c(=O)nc2sc(CC(=O)N3CCCC3)nn12,0,-3,-6,11,0.5,-4,0.5,-3,103
OCCCCNCc1cc(Br)ccc1OCc1ccccc1F,24,-1,-6,2,4.1,-13,1.8,8,148*
CCn1c(CNS(=O)(=O)c2ccc(Br)cc2)nnc1SC,-1,-7,2,11,-0.5,-2,0.2,-12,93
Cc1cc(C(=O)CN2C(=O)C(=O)N(CC(C)C)C2=O)c(C)n1-c1ccccc1F,-5,3,-5,4,-1.9,1,-0.1,-3,96
COc1ccc(NC(=O)CNS(=O)(=O)c2cccc3nonc23)c(OC)c1,8,2,-2,11,0.2,-10,0.2,-5,113
Nc1nnc(/C=C/c2ccccc2Cl)s1,-4,7,-7,5,-1.7,0,-1.1,-10,100
CCn1c(=O)c2c(nc(SCc3ccccn3)n2C)n(C)c1=O,2,-7,-4,31,·,·,·,-12,99
COc1ccc(C)cc1S(=O)(=O)NCC(c1ccc2c(c1)OCO2)N1CCOCC1 (configuration not stated),·,·,-3,·,0.8,-6,-1.0,·,·
COC(=O)C(Cc1ccccc1)NC(=O)CCc1c[nH]c2ccccc12 (configuration not stated),0,-8,-8,23,1.6,-12,6.5,31,106
Cc1sc2c(c1C)CN(C(C)(C)C)CN2C(=O)c1ccccc1,-7,0,3,12,-1.6,3,-0.6,9,93
CCC(=O)Nc1c(-c2ccc(C)cc2)nc2ccc(C)cn12,14,-14,-10,-12,-1.2,-1,-0.2,7,114
O=C(CCNC(=O)N1CC(=O)Nc2ccccc21)Nc1ccc(F)c(Cl)c1,0,-7,0,-5,0.6,2,0.5,-2,98
O=C(CN1CCCCCC1)Nc1ccc(Br)cc1Br,5,14,-3,10,-2.6,-15,-0.4,-8,107
O=C(Nc1ccccc1)c1ccc(C(=O)Nc2ccccc2)nc1,-2,-3,-6,9,1.4,-12,1.2,1,98
N#CCc1ccc(C(=O)c2ccccc2)s1,-5,13,0,30,0.1,-4,0.5,-9,95
CC(C)CCNC(=O)C1CCN(Cc2cccc(OCc3ccccc3)c2)CC1,3,-10,-12,26,2.6,-13,0.1,-2,114
CC(=O)c1cc(C#N)c(SCc2ccccc2C#N)nc1C,2,-1,-1,12,-1.7,-16,-1.5,0,100
CCOc1cccc2cc(C(=O)NCCC3=CCCCC3)c(=O)oc12,4,4,-5,-13,-2.2,-6,-0.7,-11,105
CCCC(=O)c1ccc(N2CCN(C(=O)c3ccccc3Br)CC2)c(F)c1,10,-3,0,4,20*,-20,8.3,-10,111
O=C(c1cc2ncc(Br)cn2n1)N1CCN(C(=O)c2ccco2)CC1,13,-2,·,-11,1.5,-1,0.4,-11,110
Cn1c(SCC(=O)Nc2nccs2)nnc1C1CC1,-5,1,0,21,0.8,-8,0.9,-9,99
CC(C)Nc1nc(NC(C)C)nc(C(=O)OCCO)n1,0,2,0,-15,0.2,1,-0.3,-6,102
COC(=O)c1nn(-c2c(C)n(C)n(-c3ccccc3)c2=O)cc1O,4,1,-8,28,0.6,3,0.5,-1,102
CN(CC(=O)Nc1ccccc1C(F)(F)F)C(=O)C1CCN(C(=O)c2ccc(Cl)cc2)CC1,·,·,0,·,-0.9,2,-0.2,·,·
COc1cc2c(cc1C1NC(=S)NC(C)=C1C(N)=O)CCCC2 (configuration not stated),-11,-12,1,-2,-0.4,-6,0.5,-9,92
CC(=O)NCCOc1cccc2cccnc12,-1,6,6,0,-0.5,1,0.5,-5,98
Cc1cccc(OCC(=O)N2CCOCC2)c1,-1,6,-3,4,0.2,-6,-0.2,-8,100
Cn1nc(C(=O)NCc2ccco2)c2ccccc2c1=O,2,3,-3,45,0.9,-5,-0.6,0,100
OC1=C(O)c2nc3cc(F)ccc3nc21,-1,-1,-4,·,0.6,-2,-0.1,-2,102
COc1ccccc1C(=O)Nc1ccnn1C1CCN(Cc2cnn(C)c2)CC1,-14,-3,-5,20,-0.9,-2,0.1,3,88
COc1cccc(C(=O)Nc2c3c(nn2-c2ccc([N+](=O)[O-])cc2)CS(=O)(=O)C3)c1,3,-4,-6,9,7.2,-7,7.4,-13,106
CCC1(c2ccccc2)NC(=O)N(CC(=O)N(C)Cc2ccccc2)C1=O (configuration not stated),-7,0,-8,13,-0.5,-11,0.3,-1,95
CSc1cccc(NC(=O)CCNC(=O)c2ccco2)c1,-5,-1,-4,-14,0.4,-1,1.6,-7,95
Cc1csc(NC(=O)CCn2c(=O)oc3ccccc32)n1,3,-2,2,22,-0.3,-7,0.9,-12,101
COc1ccc(CNc2ncc(-c3ccccc3)n2C)cc1,2,4,-3,11,0.8,-7,-0.1,-1,110
Cc1ccc(CNC(=O)C(Cc2ccccc2)NS(=O)(=O)c2ccc3c(c2)CCC(=O)N3)cc1 (configuration not stated),7,2,0,10,-1.4,-1,-0.4,5,113
O=C(CNC(=O)C12CC3CC(CC(C3)C1)C2)N/N=C\c1ccco1,8,-2,-3,6,-1.0,-7,-0.8,-10,108
Cc1ccccc1C(=O)NC(CC(C)C)C(=O)N1CCN(c2ccccc2)CC1 (configuration not stated),0,3,-8,10,-0.7,-8,0.4,-14,102
C/C(=N\NC(=O)c1ccc(N2CCCC2=O)cc1)c1ccc(O)cc1O,-4,28*,-1,0,-0.1,-3,1.8,-5,98
Cc1ccccc1OC(C)c1nc(-c2ccccc2)no1 (configuration not stated),-1,6,6,-10,-2.2,-1,-0.8,-4,102
Cc1cccc(Nc2nc(N)c([N+](=O)[O-])c(NCc3ccco3)n2)c1,-2,3,-4,29,-2.5,9,0.1,-23,103
Cc1ccc(C(C(=O)NC2CCCC2)N(C(=O)c2csnn2)C2CC2)cc1 (configuration not stated),-6,13,-7,12,-1.6,-3,-0.8,12,99

# Given field by field: 2 of the compounds above
> O=C(CCNC(=O)N1CC(=O)Nc2ccccc21)Nc1ccc(F)c(Cl)c1
  MEKK2 mut-MEK5: 0; PfM18AAP inh: -7; GalR3 antag: 0; NALP1 yeast inh: -5; OXTR ag: 0.6; OXTR potentiator: 2; V1aR counter: 0.5; GPR7 antagonist: -2; MEKK2wt PB1 HTS: 98

> O=C(CN1CCCCCC1)Nc1ccc(Br)cc1Br
  MEKK2 mut-MEK5: 5; PfM18AAP inh: 14; GalR3 antag: -3; NALP1 yeast inh: 10; OXTR ag: -2.6; OXTR potentiator: -15; V1aR counter: -0.4; GPR7 antagonist: -8; MEKK2wt PB1 HTS: 107

# Continued.
SMILES,MEKK2 mut-MEK5,PfM18AAP inh,GalR3 antag,NALP1 yeast inh,OXTR ag,OXTR potentiator,V1aR counter,GPR7 antagonist,MEKK2wt PB1 HTS
Cc1cc(NC(=O)COC(=O)c2ccccc2[N+](=O)[O-])no1,-4,-4,-2,0,0.6,2,-0.8,1,91
O=C(CS(=O)(=O)c1ccc(Cl)cc1)NCc1ccccc1,1,2,2,3,-1.8,-10,-0.1,-5,102
O=C(Nc1nc2ccccc2s1)C1c2ccccc2Oc2ccccc21,-2,1,-10,45,-0.8,-12,2.9,7,99
CC1=C(C#N)C(NC(=O)C2CCCCC2)(C(F)(F)F)C(=O)N1 (configuration not stated),-2,0,-7,-9,0.7,-3,1.3,1,99
Cc1ccc(-n2nnnc2SCC(=O)Nc2ncc(Cc3ccccc3Cl)s2)cc1,9,-6,-10,33,0.3,0,0.3,13,99
O=C(COc1ccc(Cl)cc1)Nc1ccccc1N1CCOCC1,-1,2,·,2,·,·,·,6,103
O=C(CCn1cccc1)NCc1ccc2c(c1)OCO2,17,-9,-4,-3,-0.8,-9,0.7,-1,109
CC(C)(C)c1ccc(C(=O)N2CCCC2)s1,-20,-4,-5,-6,-1.5,-6,-0.2,-10,91
Cn1cccc1CC(=O)N/N=C\c1ccccc1,-5,7,-1,1,0.2,-3,1.2,-7,96
COCCn1c(SCc2cc(=O)n3ccsc3n2)nnc1-c1ccncc1,-15,3,2,3,0.4,-8,1.8,-13,86
COc1cc(NC(=O)c2cc([N+](=O)[O-])ccc2NC(=O)CNC2CCCCC2C)cc(OC)c1 (configuration not stated),-1,5,-3,9,-1.6,-7,-1.2,-16,94
Cc1ccc(N/C=C/C(=O)c2cccs2)cc1C,-6,-1,-3,18,-1.1,-4,0.4,-6,94
Cc1cc(OCCN2CCOCC2)ccc1Cl,9,-2,-5,2,2.3,1,1.0,-5,110
Cc1ccc(N(C(=O)c2ccco2)C(C(=O)NC2CCCC2)c2cccnc2)cc1C (configuration not stated),-1,4,-5,1,-1.2,-4,-0.4,2,101
Cc1cccn2c(CN3CCSCC3)c(C(=O)N3CCOCC3)nc12,9,-3,-2,-8,0.5,-12,0.4,-25,109
Cc1ccc(C)c(S(=O)(=O)/N=C(/Nc2ccccc2)c2ccccc2)c1,·,·,0,·,-2.2,5,-0.8,·,·
O=C(COc1ccccc1Cl)N1CCN(c2ccc([N+](=O)[O-])c(N3CCCCC3)c2)CC1,0,2,-8,24,-1.2,-7,-0.7,-9,92
CCN(CC)S(=O)(=O)c1ccc(N2CCOCC2)c(NC(=O)CNCCc2ccccc2)c1,5,3,-1,-2,-0.1,-1,-0.4,-5,107
CN(C(=O)c1ccc(NC(=O)Cc2ccc(NC(=O)C3CCCN(C(=O)C4CCC4)C3)cc2)cc1)C1CC1 (configuration not stated),·,·,-4,·,0.5,-7,1.1,·,·
CCOC(=O)N1CCC(=NNc2ccnc3cc(Cl)ccc23)CC1,0,0,-6,10,2.4,-12,5.0,-7,109
CN1/C(=C\C(=O)Nc2ccc(Br)cc2)C(C)(C)c2ccccc21,0,14,-7,22,-1.0,-2,0.1,-15,97
